Cav32 inh: blocks human Cav3.2 T-type calcium channel; B-score at 10 µM; Cav3.2-expressing cells, Fluo-4 calcium fluorescence FDSS; active compounds read low; actives 4% (n = 100,000); AID 449739;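 active = single-dose well whose peak fluorescence ratio is a statistical outlier from its plate by either plate-standardised score or position-corrected B-score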
Active calls of the source: *.

smiles	Cav32 inh
O=C(NCc1ccc2c(c1)OCO2)C1CCN(c2ccc(S(=O)(=O)N3CCCC3)cc2)CC1	-0.125
O=S1(=O)CC=C(CSc2nc3ccccc3[nH]2)C1	-0.648
Cn1c(=O)oc2cc(S(=O)(=O)Nc3ccc4c(c3)OCCO4)ccc21	0.647
CCOc1ccc2nc(NC(=O)CCn3cccc3)sc2c1	0.0646
CCC(C)[C@H](N)c1nnc(SCC(=O)Nc2cccc(Cl)c2)o1 (stereo partly specified)	0.744
COc1ccc2[nH]c3c(=O)n(CCCCC(=O)NCCN4CCCC4)c(=S)[nH]c3c2c1	0.0301
Cc1ccc(S(=O)(=O)N(CC(=O)N/N=C/c2ccc(F)cc2)c2cccc3cccnc23)cc1	0.661
C/C=C/C(=O)N1CC2(CC(c3cccc(NC(=O)COc4ccc(Cl)cc4)c3)=NO2)C[C@@H]1C(N)=O (stereo partly specified)	0.224
COc1ccccc1Nc1cc(C(=O)NCCCN2CCOCC2)c2ccccc2n1	-0.43
COc1cc(C2/C(=C(\O)c3ccc4c(c3)CC(C)O4)C(=O)C(=O)N2CCCn2ccnc2)ccc1O (stereo unspecified)	-0.526
Cc1cc2nc(SCCOC(=O)Nc3ccc(Cl)cc3)nc(C)c2cc1C	-0.659
COc1ccccc1C(c1nnnn1Cc1ccccc1)N1CCN(C2CCCC2)CC1 (stereo unspecified)	1.47
Nc1ccc2nc(-c3ccccc3)sc2c1	-0.884
Cc1cc(N=Cc2c(O)ccc3ccccc23)no1	-0.34
CCOC(=O)c1c(C)oc2cc(Br)c(OC(=O)N3CCOCC3)cc12	0.105
O=C(CSc1nnnn1C1CCCCC1)NCc1cccc(C(=O)O)c1	0.0917
CCC(C)NC(=O)C(Cc1ccccc1)NS(=O)(=O)c1cccc2nsnc12 (stereo unspecified)	0.229
CC(C)(C)n1nnnc1C(c1ccncc1)N1CCN(C2CCCCC2)CC1 (stereo unspecified)	0.635
COC(C[C@H]1O[C@H]1[C@H](O)COCc1ccccc1)OC	1.01
COc1ccc(NC(=O)Nc2ccccc2C(=O)N2CCCC2)cc1	0.17

An excerpt of these results, with each value named.
> CCOc1ccc2nc(NC(=O)CCn3cccc3)sc2c1
  Cav32 inh: 0.0646
> COc1ccccc1C(c1nnnn1Cc1ccccc1)N1CCN(C2CCCC2)CC1 (stereo unspecified)
  Cav32 inh: 1.47
> Cn1c(=O)oc2cc(S(=O)(=O)Nc3ccc4c(c3)OCCO4)ccc21
  Cav32 inh: 0.647
> O=S1(=O)CC=C(CSc2nc3ccccc3[nH]2)C1
  Cav32 inh: -0.648

Other records:
smiles	Cav32 inh
O=C(CSc1nnc(-c2ccco2)n1Cc1ccco1)NCc1ccccc1	-1.15
Cc1ccc(-n2c(Cc3ccccc3)nnc2SCC(=O)NNC(=O)Cc2ccccc2)cc1	-5.72*
CCOC(=O)N1N=C(c2ccc(C)cc2)CC1(O)C(F)(F)F (stereo unspecified)	1.92
COC(=O)c1ccc(CN(c2ccccn2)S(=O)(=O)c2ccccc2)cc1	-0.0739
Cc1cccc(S(=O)(=O)c2c(N)n(/N=C/c3ccccc3)c3nc4ccccc4nc23)c1	0.00994
CCN1CCN(CCNC(=O)c2cn(Cc3ccccc3F)nn2)CC1	0.132
CCNC(=S)Nc1ccc(Oc2ccccc2)cc1	-0.0734
O=S(=O)(Nc1ccc(O)c(CN2CCCCC2)c1)c1ccccc1	-0.329
CCc1ccc(NC(=O)CSc2nc3n[nH]c(C)c3c(=N)n2-c2cccc(OC)c2)cc1	-3.34
O=C1NCCN1C(=O)N(c1ccccc1)c1ccccc1	0.555
COc1ccccc1NC(=O)CSc1nnc(-c2ccco2)o1	0.267
CCCOc1ccc(NC(=O)C2CC(=O)N(C(C)C)C2)cc1 (stereo unspecified)	0.0326
CCOc1ccc(N(CC(=O)NCc2ccccc2)S(C)(=O)=O)cc1	-0.455
COc1ccccc1NC(=O)COc1ccc(/C=N/n2cnnc2)cc1OC	1.14
CCn1cc(C(=O)NCCc2ccccc2)c(=O)c2cc(F)c(N3CCN(C)CC3)cc21	0.819
CCC(=O)Nc1nc(C)c(C(=O)N2CCCCC2)s1	0.296
Cc1ccc(NC(=O)CN2CCN(CCN=CC3=C(O)CC(C)(C)CC3=O)CC2)cc1	0.219
O=C(/C=C/Sc1ncn[nH]1)c1ccc(Cl)cc1	-0.874
Cc1ccc(NC(=O)CN2CCC3(O)CCCCC3C2c2ccc3c(c2)OCO3)c(C)c1 (stereo unspecified)	-1.87
CC(C)CCNC(=O)NC(=O)COc1ccccc1C#N	-0.453
Cc1ccsc1C(=O)OCC(=O)Nc1sccc1C(N)=O	0.0589
CCOc1cc(CO)ccc1OCC(=O)N1CCCCC1	-0.0322
CCc1ccccc1NC(=O)CSc1nc2ccccc2n1CC(=O)N(C)C	-0.749
Cc1cc(C(=O)COC(=O)C2COc3ccccc3O2)c(C)n1CC1CCCO1 (stereo unspecified)	-0.184
O=C(O)C1CCC(=O)N1Cc1ccccc1Cl (stereo unspecified)	0.491
CN(C)CCCN1C(=O)C(=O)/C(=C(/O)c2ccncc2)C1c1ccccc1 (stereo unspecified)	-0.598
C=CC1CN(C(=O)OCC(Cl)(Cl)Cl)C2CC3c4ccc(OC)cc4NC3C3CC1C2CO3 (stereo unspecified)	-0.64
CC1CCCN(c2nc3c(c(=O)[nH]c(=O)n3C)n2Cc2ccccc2Cl)C1 (stereo unspecified)	-6.1*
Cc1onc(-c2c(F)cccc2Cl)c1C(=O)NCc1ccco1	0.284
COc1ccc(S(=O)(=O)Nc2ccc(S(=O)(=O)N3CCCCC3)cc2)cc1	-6.6*
COC(=O)c1cc2c(=O)n3ccccc3nc2n(Cc2cccnc2)c1=N	0.858
O=C(CCCOc1ccc(Cl)cc1Cl)N/N=C\C1CCCCC1	0.165
COc1ccc(Br)cc1CNC(=O)CCN1C(=O)COc2ccccc21	0.145
CS(=O)(=O)N1CCCC(C(=O)N2CCc3ccccc3C2)C1 (stereo unspecified)	0.786
N#CC(c1ccc(F)cc1)c1ccc(C(=O)c2ccc(F)cc2)cc1 (stereo unspecified)	-1.83
CNC(=S)NNC(=O)c1cccn(Cc2ccc(Cl)c(Cl)c2)c1=O	-0.354
O=C(NC(NC(=O)c1ccccc1)C(=O)c1ccccc1)c1ccccc1	0.667
CC1(C)Cc2c(ccc3ccccc23)-c2nnc(-c3cccnc3)n21	1.38
COc1cc(NC(=O)CSc2nc3ccccc3cc2Cc2ccccc2)cc(OC)c1	-3
S=c1nc(C2CCCCC2)[nH][nH]1	0.537
Oc1ccccc1/C=N/Nc1cccc2cccnc12	0.781
CCCCOC(=O)Sc1nc2ccccc2o1	0.0528
Oc1ccc(/C=N/Nc2cc(N3CCCC3)nc(N3CCCC3)n2)cc1	-1.33
C[C@H](c1ccccc1)n1nnc(COCc2ccccc2)c1C#CCOCc1ccccc1	-1.64
O=c1c2ccccc2oc2ccc(-c3ccc4[nH]ccc4c3)cc12	-0.0158
CC(C)C[C@H](NC(=O)c1nc[nH]c1C(=O)NCC(=O)OC(C)(C)C)C(=O)OCc1ccccc1	-1.17
Cc1cc(S(=O)(=O)Nc2ccccc2C)ccc1F	-1.28
Cn1c(NCC(O)CO)nc2c1c(=O)n(Cc1ccc(Cl)c(Cl)c1)c(=O)n2C (stereo unspecified)	0.327
CC(C)CC(=O)CN1C(=O)C2(OCCO2)c2ccccc21	-0.382
CNC(=O)c1[nH]cnc1C(=O)N[C@@H](Cc1ccccc1)C(=O)OC(C)(C)C	0.0705
Cc1cccc2cc(C#N)c(SCC(=O)NNC(=O)Cc3ccccc3)nc12	0.123
CC(Sc1nnc(-c2ccc(O)cc2)o1)C(=O)Nc1cccc2ccccc12 (stereo unspecified)	-2.16
CCn1ncc(/C=N/O)c1C	0.32
Cc1cc(C)n2[nH]c(=O)c(N=Nc3cccc(C(F)(F)F)c3)c2n1	1.04
Cn1c(-c2ccccc2)cnc1N	0.668
COc1ccc(N(C(=O)c2ccco2)S(=O)(=O)c2cccc([N+](=O)[O-])c2)cc1	0.595
CC1=C(n2nnc3ccccc32)C(c2ccccc2)C(C#N)=C(N)O1 (stereo unspecified)	0.0656
C/C(NC1CCCC1)=C(/C#N)C(N)=O	-0.669
COc1ccccc1NC(=O)N(CCN(C)C)Cc1cc2cc(C)ccc2[nH]c1=O	0.188
CCOC(=O)N1CCN(C(c2ccc(F)cc2)c2sc3nc(C)nn3c2O)CC1 (stereo unspecified)	0.567

Continued.
smiles	Cav32 inh
CCCCCCn1c(CN2CCN(Cc3ccccc3)CC2)nc2c1c(=O)n(C)c(=O)n2C	0.0514
Cc1nn(Cc2n[nH]c(=S)n2Cc2ccccc2)c(C)c1Cl	-0.366
Clc1ccc(Sc2oc(/C=N/n3cnnc3)cc2Br)cc1	-0.0378
C#CCCOC(=O)N1C2=NC(C(=O)OC)=C(C(=O)OC)[C@@H]3N(Cc4ccccc4)c4ccccc4[C@]23C[C@H]1C(=O)OC	-2.97
Cc1cccc(NC(=O)c2cc(S(=O)(=O)NCc3ccco3)ccc2F)c1C	-0.251
COc1ccc(CNc2oc(COc3ccc(Cl)cc3)nc2C#N)cc1	-4.43*
O=C(c1ccc2c(=O)n(Cc3ccco3)c(=S)[nH]c2c1)N1CCN(Cc2ccccc2)CC1	-6.63*
N#Cc1c(NCCCO)nc(-c2ccco2)c2c1CCCC2	0.183
O=C(COC(=O)Cc1ccsc1)NCC12CC3CC(CC(C3)C1)C2	-0.219
Cc1ccc(-n2c(-c3ccccc3)nnc2-c2cccs2)cc1	-0.362
Cc1noc(C(=O)NCc2ccco2)c1Cl	-0.551
COc1ccc(S(=O)(=O)N2CCCC(C(=O)NCc3ccco3)C2)cc1Cl (stereo unspecified)	-0.266
COCCn1c(NCc2ccc(C)cc2)nc2c1c(=O)[nH]c(=O)n2C	0.61
Cc1c(C(=O)NCc2ccccn2)sc2nc(-c3ccc(F)cc3)cn12	2.64
COc1cccc(NS(=O)(=O)c2c(C)n(C)c(=O)n(C)c2=O)c1	-0.0397
COc1ccc(CC(=O)Nc2c3c(nn2-c2cccc(Cl)c2)CS(=O)(=O)C3)cc1	-0.882
COC(=O)[C@H](C)NC(=O)NCc1ccc(F)cc1	-0.234
CCCCNC(=O)c1onc(CSc2ccc(OC)cc2)c1C(=O)O	-0.208
COC(=O)[C@@H](NC(=O)Nc1ccc(OC)cc1)C(C)C	-0.108
Cc1ccccc1NC(=O)c1csc2c1CCCC2	-1.25
Cc1cc(C(=O)Nc2c(C)n(C)n(-c3ccccc3)c2=O)cs1	0.136
CCn1c(N2CCN(S(=O)(=O)c3ccccc3C(F)(F)F)CC2)nc2ccccc21	-4.38
FC(F)Sc1ccc(Nc2ncnc3nc[nH]c23)cc1	-0.235
O=C(c1ccc(CNS(=O)(=O)c2ccccc2)cc1)N1CCN(Cc2ccccc2)CC1	0.0457
O=C(c1c[nH]c(=O)n(-c2ccccc2)c1=O)N1CCc2ccccc21	0.324
Cn1cc(S(=O)(=O)NCc2cccs2)c(=O)n(C)c1=O	-0.291
CCc1nnc(NC(=O)C2CCCN2S(=O)(=O)c2ccccc2)s1 (stereo unspecified)	1.71
COc1ccc(C(=O)NC(=S)Nc2ccccc2N2CCN(S(C)(=O)=O)CC2)cc1OC	-1.66
O=C(NC1CCSC1=O)c1ccccc1 (stereo unspecified)	0.00132
O=C1CN(C(=O)CSc2nnc(-c3ccccc3)n2Cc2ccc3c(c2)OCO3)c2ccccc2N1	-0.523
Cc1cc(C)n(C(=O)c2ccc(NC(=O)C3CC3)cc2)n1	-0.465
O=C(CN1CCOc2ccccc21)NC1CCN(Cc2ccccc2)CC1	0.538
Cc1nc2ccccc2nc(C)c1=NO	0.545
O=C(Nc1ccccc1)c1ccc(S(=O)(=O)NCC2CCCO2)cc1 (stereo unspecified)	0.172
COC(=O)c1cc2occc2n1CC(=O)Nc1ccc(C)cc1C	0.402
O=C(O)c1cc([N+](=O)[O-])ccc1C(=O)Nc1ccccc1	-0.0221
O=S(=O)(c1ccccc1)c1nc(-c2ccco2)oc1NCCCn1ccnc1	0.88
CCCc1cc(C(=O)Nc2ccc(C(C)=O)cc2)no1	-0.236
Cc1ccc(C(=O)Nc2cccc(C(=O)N3CCOCC3)c2)cc1	0.455
CSc1oc(-c2ccccc2)nc1C(N)=O	0.454
CC(=O)NCCn1c(SCC(=O)NCCC2=CCCCC2)nc2ccccc2c1=O	1
COCCn1c(C(=O)N2CCCC2)cc2c1C[C@H]1CN(C(=O)c3ccccc3)[C@@](Cc3ccc(F)cc3)(C(=O)OC)[C@@H]21	-0.381
Cc1sc(NC(=O)c2ccccc2)c(C(=O)NC(C)C)c1C	0.374
CC(=O)N1C(Nc2ccc(Cl)cc2)CCN1c1ccccc1 (stereo unspecified)	-0.299
COc1ccc(NC(=O)CSc2ncnc3c2cnn3CCc2ccccc2)cc1	-0.0801
O=S(=O)(NCCc1cn2ccccc2n1)c1ccc2c(c1)OCCO2	0.0196
O=C(Cc1ccc(Br)cc1)N1CCN(c2ccccc2)CC1	-3.2

Among those listed so far, four have a COOH group.
smiles	Cav32 inh
O=C(CSc1nnnn1C1CCCCC1)NCc1cccc(C(=O)O)c1	0.0917
O=C(O)C1CCC(=O)N1Cc1ccccc1Cl (stereo unspecified)	0.491
CCCCNC(=O)c1onc(CSc2ccc(OC)cc2)c1C(=O)O	-0.208
O=C(O)c1cc([N+](=O)[O-])ccc1C(=O)Nc1ccccc1	-0.0221

Source: PubChem BioAssay (Vanderbilt High Throughput Screening Facility)

The list is partial (hit frequency here may not be typical).
